# Screens from PubChem BioAssay.
# GLP-1R agonist: activates the human GLP-1 receptor | HEK293 GLP-1R CRE-luciferase, luminescence, 4-6 h; cells express a hypersensitive GLP-1R form | Potency, µM (series often up to 45.6 µM), inactives show at the top dose activation, actives largely listed as activators | hit rate 0.007% among 380,000 | AID 624172; also: % of control where 0% means no effect
# Target sequence (P43220 whole entry, looked up): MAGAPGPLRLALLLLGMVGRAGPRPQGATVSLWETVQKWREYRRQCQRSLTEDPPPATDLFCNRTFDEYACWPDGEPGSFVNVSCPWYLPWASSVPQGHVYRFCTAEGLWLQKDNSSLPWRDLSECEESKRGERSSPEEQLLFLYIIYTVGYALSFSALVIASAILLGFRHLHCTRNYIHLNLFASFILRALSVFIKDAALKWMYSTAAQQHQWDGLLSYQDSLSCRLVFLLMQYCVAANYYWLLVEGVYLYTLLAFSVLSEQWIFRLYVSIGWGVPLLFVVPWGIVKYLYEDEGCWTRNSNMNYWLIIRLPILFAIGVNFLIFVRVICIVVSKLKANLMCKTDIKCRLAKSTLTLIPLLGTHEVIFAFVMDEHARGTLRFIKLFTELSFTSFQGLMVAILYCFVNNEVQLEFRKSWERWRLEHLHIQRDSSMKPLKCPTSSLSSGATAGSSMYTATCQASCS
# GLP-1R inv ag: acts as inverse agonist at human GLP-1 receptor; Potency, µM (highest dose often 38.3 µM), without a hit: at the highest dose activity change, negative = inhibition, most hits filed as inhibitors; hit rate 1.6% among 410,000; HEK293 GLP-1R CRE-luciferase, luminescence, 24 h; GLP-1R form is constitutively active; P43220; also: % is scaled to controls: 0 for no effect and ±100 for the full control effect; nearly all actives have a fitted effect of over 55% in size
#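 Cells are plated, allowed 12 hours at 37 deg C, then treated with compounds for 24 hr before luciferase detection reagent is added and luminescence is read after 12 min at room temperature. The HEK293 line carries constitutively active GLP-1R with a cAMP-responsive reporter.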
# HT1080 IDH1KD tx: HT-1080 IDH1 knockdown cell toxicity (counter line); HT-1080 IDH1 knockdown viability, ATP luminescence, 48 h; Potency, µM (highest dose often 46.1 µM), without a hit: at the top dose activity, negative = toxicity, usual class: cytotoxic; hit rate 2% among 360,000; AID 686971;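 also: 0% = DMSO wells and -100% = cell-free medium wells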
#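 HT-1080-IDH1KD cells (IDH1 knocked down), 750/well in RPMI with 5% FBS, treated with compound 48 h at 37 degrees C. Viability by CellTiter-Glo luminescence, normalised to DMSO and no-cell wells; concentration-response curves classed.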
# HT1080-NT tox: kills 2HG-producing HT-1080-NT fibrosarcoma cells. HT-1080-NT fibrosarcoma viability, CellTiter-Glo ATP luminescence, 48 h. Potency, µM (series often up to 46.1 µM), inactives show top-dose activity, negative = less viability, usual class: cytotoxic. hit rate 1.6% among 360,000;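 also: NT is the 2HG producing partner of a matched IDH1 knockdown line; 0% = DMSO-treated cells and -100% = media-only wells without cells; nearly all actives have a fitted effect of over 55% in size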
#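 HT-1080-NT fibrosarcoma cells (2HG-overproducing), 750 cells/well in RPMI with 5% FBS, dosed after 2 h and incubated 48 h at 37C. CellTiter-Glo luminescence normalized to DMSO and no-cell wells; concentration-response curves fitted and classed.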
# GLP1R cytotox: cytotoxic in the GLP-1 receptor inverse agonist counter-screen. Potency, µM (top dose mostly 38.3 µM), without a hit: at the highest dose activity change, negative = inhibition, most hits filed as inhibitors. AID 624418. hit rate 0.13% among 410,000. HEK293 cAMP-luciferase reporter cells, luminescence, 24 h;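 also: loss of luciferase light is scored as toxicity; % is scaled to controls: 0 for no effect and ±100 for the full control effect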
#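 Compound-treated cells are incubated 24 hr at 37 deg C under 5% CO2 after a 12 hour attachment period, then luciferase detection reagent is added and luminescence is measured following 12 min at room temperature; lowered signal indicates toxicity.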
# TDP-43 yeast inh: rescues yeast growth from TDP-43 toxicity. TDP-43 expressing yeast growth rescue, BacTiter-Glo, 24 h. Potency, µM (doses to about 46.1 µM), without a hit: top-dose growth rescue (activation), hits mostly activators. hit rate 1.8% among 410,000. AID 652104; also: % of control where 0% means no effect; nearly all actives have a fitted effect of over 50% in size
#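 Luminescence from BacTiter-Glo reports growth of TDP-43-expressing yeast after 24 hr at 30 deg C with compound. Cells were raffinose-pregrown to mid-log, then seeded in galactose medium at OD600=0.02.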
# KB-V1 cytotox: KB-V1 MDR subline cytotoxicity. KB-V1 MDR cells viability, CellTiter-Glo, 72 h. Potency, µM (doses to about 46.1 µM), for inactives: at the highest dose activity change, negative = cytotoxicity, actives largely listed as cytotoxic. hit rate 3.4% among 400,000. AID 1347076; also: % is scaled to controls: 0 for no effect and ±100 for the full control effect; nearly all actives have a fitted effect of over 60% in size
#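 In this primary screen, KB-V1 cells overexpressing P-gp are incubated with library compounds (lowest to highest concentration) for 72 h at 37 degrees C before a luminescent ATP viability read.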
# KB-3-1 cytotox: kills parental KB-3-1 adenocarcinoma cells. KB-3-1 viability, CellTiter-Glo ATP luminescence, 72 h. Potency, µM (highest dose often 46.1 µM), without a hit: top-dose activity change, negative = cytotoxic, most hits filed as cytotoxic. hit rate 1.4% among 400,000. AID 1347075; also: % is scaled to controls: 0 for no effect and ±100 for the full control effect; nearly all actives have a fitted effect of over 60% in size
#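 Cytotoxicity measured as CellTiter-Glo luminescence after 72 h at 37 C. Compound titrations were pinned onto drug-naive KB-3-1 parental adenocarcinoma cells grown in DMEM with 10% FBS, and normalized data fitted to concentration-response curves.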
# SW480 rereplic: inducers of DNA re-replication in SW480 colon cancer cells. hit rate 1.8% among 340,000. Potency, µM (top dose mostly 46.1 µM), for the others: at the top dose re-replication activation, hits mostly activators. SW480 DNA re-replication, Hoechst DNA content imaging, 48 h; also: % of control where 0% means no effect; nearly all actives have a fitted effect of over 55% in size
#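 Compounds, transferred as 23 nL by pin tool, were incubated with cells for 48 hr; DNA content per nucleus was then quantified by Hoechst staining and fluorescence plate imaging.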
# The depositor's hits bear a star; ? = inconclusive; . = no result given; & = joins results of further samples; [ ] = remark or other dose. Calls follow the shape of the dose curve; as a rule, active = well fitted curve in the direction sought with a large enough effect; inconclusive = small, poorly fitted or top-dose-only effect, or another doubt; inactive = no such curve, though single readings can be large; an effect the other way counts as inactive or inconclusive. Potency is read from the fitted curve at half-maximal effect.
SMILES,GLP-1R agonist,GLP-1R inv ag,HT1080 IDH1KD tx,HT1080-NT tox,GLP1R cytotox,TDP-43 yeast inh,KB-V1 cytotox,KB-3-1 cytotox,SW480 rereplic
O=C(CN1C(=O)C2CC=C(Cl)CC2C1=O)Nc1ccc(C(=O)O)cc1 (configuration not stated),-1%,9%,-1%,12%,13%,13%,-10%,4%,-6%
CCc1ccccc1NC(=O)CCN1C(=O)C2C3CCC(C3)C2C1=O (configuration not stated),4%,-7%,-1%,11%,-4%,3%,-15%,15%,0%
CCCCCCCCC(=O)c1c(OC)oc(C=O)cc1=O,1%,?,-1%,5%,-2%,?,-1%,3%,.
CCOC(=O)C1=C(C)NC(C)=C(C(=O)OCC)C1,-3%&1%,7%&-5%,5%&-3%,11%&-1%,2%&10%,19%&22%,1%&1%,2%&0%,-3%&-1%
CCN(CC(=O)Nc1ccccc1-c1ccccc1)Cc1nc2ccccc2c(=O)[nH]1,11%,?,4.6µM*,5.8µM*,?,-3%,?,8.2µM*,?
COc1ccccc1NC(=O)N(C)C[C@@H]1OCc2cnnn2CCCC(=O)N([C@H](C)CO)C[C@H]1C,14%,9%,10%,-2%,-3%,-5%,-1%,-1%,.
Cc1ccc(S(=O)(=O)N2C[C@@H]3CCCC[C@@H]3[C@@H](C)[C@H]2CC(=O)c2ccccc2)cc1,5%,-1%,9%,6%,6%,5%,1%,1%,10%
CN1CCN(C(CNC(=O)C(=O)NC2CCCCC2)c2ccc(F)cc2)CC1 (configuration not stated),-1%,0%,-4%,-1%,-3%,-13%,-4%,10%,-9%
CN(CC1CCOCC1)C(=O)CC1C(=O)NCCN1Cc1ccc(-c2ccccc2)cc1 (configuration not stated),12%,-1%,5%,-4%,11%,-1%,-1%,-1%,-9%
O=C(Nc1c(C(=O)N2CCN(c3ccc(F)cc3)CC2)oc2ccccc12)c1c(F)cccc1F,-4%,?,.,.,3%,24%,-28%,2%,.
COc1ccc2[nH]c(=O)c(CNc3ccc(C)cc3C)cc2c1,15%,63%[activator],-17%,-3%,35%,7%,-16%,-22%,?
O=C(Cc1ccc2c(c1)OCCO2)N1CCN(S(=O)(=O)c2cccs2)CC1,9%,3%,4%,4%,18%,-4%[9.22 µM],?,6%,-4%
Cc1ccc2[nH]c3c(=O)n(Cc4ccco4)cnc3c2c1,0%,2%,5%,6%,4%,1%,9%,1%,-5%
COCCCNC(=O)C1CCCN(C(=O)c2cnn(-c3ccc(F)cc3)c2-n2cccc2)C1 (configuration not stated),-6%,4%,.,.,-5%,0%,-7%,9%,.
CCC(=O)c1ccc(OCC(O)CN2CCN(C(c3ccccc3)c3ccccc3)CC2)cc1 (configuration not stated),3%,0%,?,?,3%,-12%,?,?,?
Cc1c(Cl)cccc1NC(=S)NCCc1ccc(Cl)cc1,-2%,?,?,?,?,?,0%,?,13µM*
COc1ccc(/C=N/NC(=O)c2ccc(Br)o2)cc1Cn1cc([N+](=O)[O-])cn1,1%,1%,11%,2%,19%,15%,?,?,-12%
CCOc1ccccc1N1CC(C(=O)Nc2cc(Cl)ccc2C)CC1=O (configuration not stated),6%,15%,1%,-11%,-7%,1%,-24%,0%,0%
CC(C)CN(Cc1c(O)ccc2c3c(c(=O)oc12)CCC3)CC(C)C,0%,2%,?,0%,9%,-3%,?,-11%,5%
CNS(=O)(=O)c1cn(CC(=O)Nc2ccc(OC)c(Cl)c2)cc1S(=O)(=O)NC,.,6%,.,.,3%,8%,-5%,-8%,.
Cc1nc2cc(C(=O)OCC(=O)Nc3ccc(C#N)cc3)ccc2n1-c1ccccc1,3%,7%,13%,12%,-8%,-6%,19%,7%,-14%
CC(=O)Oc1ccc(C(=O)c2ccccc2)c(OC(C)=O)c1,5%,0%,-3%,-3%,-3%,13%,3%,-7%,7%
O=C(N/N=C/C=C\c1ccccc1[N+](=O)[O-])c1ccccn1,13%,65%[activator],10%,?,5%,?,0%,30%,?
CCCCCC(C)NC(=O)c1cc(S(=O)(=O)N2CCCCC2)ccc1N1CCOCC1 (configuration not stated),16%,?,1%,0%,-11%,14%,3%,-2%,-5%
CCOC(=O)CN=C/C(C(C)=O)=C(/C)O,4%,8%,8%,11%,13%,28%,6%,16%,-19%
Nc1ncnc2c1ncn2[C@@H]1O[C@H](CCC(=O)NCc2ccccc2)[C@@H](O)[C@H]1O,-2%,25%,16%,-2%,1%,-5%,0%,-9%,.
CCOC(=O)Cc1csc(NC(=O)c2c(-c3c(F)cccc3Cl)noc2C)n1,-1%,?,-22%,-11%,5%,-6%,3%,-7%,0%
COc1cccc(-n2ccnc2SCC(=O)Nc2cc(C)on2)c1,5%,-2%[0.307 µM],8%,-1%,14%[0.307 µM],4%,?,0%,-1%
CCOCCn1c(SCc2ccc(C)cc2)nc2c1c(=O)[nH]c(=O)n2C,13%,70%[activator],0%,13%,10%,?,21%,-11%,-6%
CC(/C=C/C(=O)c1ccc(C)cc1)=C\c1ccccc1,2%,0%,7%,4%,14%,14%,6%,2%,-1%
COc1ccc(/C=C/C(O)=C2/C(=O)NC3(C)CC2c2ccccc2O3)c(OC)c1OC (configuration not stated),8%,-3%,?,?,9%,11%,-25%,?,?
O=C(CC(NCc1ccccn1)C(=O)O)Nc1ccccc1Cl (configuration not stated),0%,3%,12%,8%,1%,-4%[9.22 µM],?,3%,-1%
C[C@@H]1CCCCO[C@H](CN(C)Cc2ccccc2)[C@@H](C)CN([C@H](C)CO)C(=O)c2cc(NS(=O)(=O)c3ccc(Cl)cc3)ccc2O1,3%,?,?,?,-27%,21%,-13%,-10%,.
N#CCSc1ccccc1NC(=O)COC(=O)Cc1c[nH]c2ccccc12,3%,-12%,6%,1%,-4%,9%,8%,-3%,-15%
Cc1[nH][nH]c(=O)c1C(c1ccc(F)cc1)c1c(C)[nH][nH]c1=O,-8%,-10%,4%,-1%,-8%,-6%,14%,-3%,5%
CCOC(=O)CSc1nc2c(sc3ccccc32)c(=O)n1Cc1ccc(OC)cc1,0%,-1%,.,.,5%,9%,25%,15%,.
CCC(C)NC(=O)C1CCCN(c2nc(C)cc(OC)n2)C1 (configuration not stated),1%,?,8%,15%,-22%,-22%,-2%,-1%,0%
COc1ccccc1NC(=O)c1cc2c(CO)cnc(C)c2oc1=Nc1ccccc1,1%,19%,17%,16%,-4%,-3%,?,-5%,-8%
CN(Cc1ccccc1)S(=O)(=O)c1ccc(NS(C)(=O)=O)cc1,1%,15%,3%,0%,0%,-9%,-5%,-1%,-5%
O=C(CSc1nnc(COc2cccc3cccnc23)o1)c1ccc(F)cc1,9%,4%,5µM*,10µM*,-13%,13%,0%,1%,-2%
CCCCCCCC[n+]1c(C)n(-c2ccccc2)c2ccc(NC(C)=O)cc21,-5%,-20%,-30%,-17%,-18%,29%,4%,4.6µM*,9%
O=C1[C@H]2[C@@H](c3ccc(Cl)cc3)N3C(=O)N(c4cccc(F)c4)C(=O)[C@@]3(Cc3ccc(Cl)cc3)[C@H]2C(=O)N1C1CCCCC1,-6%,15%,1%,-1%,10%,2%,-8%,-13%,-12%[9.22 µM]
CN1C(=O)C(C)(C)c2cc(S(=O)(=O)N3CCCC3C(=O)Nc3ccc(F)cc3)ccc21 (configuration not stated),.,4%,.,.,4%,10%,-10%,-9%,.
CC(C)c1ccc(NC(=O)CCS(=O)(=O)c2cccc3nonc23)cc1,8%,?,-5%,-7%,-13%&2%,-6%&-4%,-6%&-14%,-2%&7%,-16%
CC(C)=CCC/C(C)=C/CNC(=O)C[C@H]1C[C@H](C(=O)N(C(C)C)C(C)C)[C@@]2(C)c3[nH]c4ccc(Cl)cc4c3CCN2C1=O,-4%,-11%,11%,5%,-8%,9%,6%,2%,19%
CCOc1ccc2[nH]c(=O)c(=O)[nH]c2c1,-13%,20%,12%,3%,-2%,4%,?,-15%,-8%
COc1ccc(C(C)=O)cc1COC(=O)CCC(=O)c1cccs1,20%,16%,4%,-3%,1%,?,1%,0%,-12%
N#Cc1ccc(NC(=O)c2cc(-c3cccs3)on2)cc1,10%,2%,14%,14%,-1%,-6%,12%,?,0%

# Arranged by molecular weight (falling): part of the list above.
SMILES,GLP-1R agonist,GLP-1R inv ag,HT1080 IDH1KD tx,HT1080-NT tox,GLP1R cytotox,TDP-43 yeast inh,KB-V1 cytotox,KB-3-1 cytotox,SW480 rereplic
O=C1[C@H]2[C@@H](c3ccc(Cl)cc3)N3C(=O)N(c4cccc(F)c4)C(=O)[C@@]3(Cc3ccc(Cl)cc3)[C@H]2C(=O)N1C1CCCCC1,-6%,15%,1%,-1%,10%,2%,-8%,-13%,-12%[9.22 µM]
COc1ccccc1NC(=O)c1cc2c(CO)cnc(C)c2oc1=Nc1ccccc1,1%,19%,17%,16%,-4%,-3%,?,-5%,-8%
CC(C)c1ccc(NC(=O)CCS(=O)(=O)c2cccc3nonc23)cc1,8%,?,-5%,-7%,-13%&2%,-6%&-4%,-6%&-14%,-2%&7%,-16%
CN(Cc1ccccc1)S(=O)(=O)c1ccc(NS(C)(=O)=O)cc1,1%,15%,3%,0%,0%,-9%,-5%,-1%,-5%
COc1ccc(C(C)=O)cc1COC(=O)CCC(=O)c1cccs1,20%,16%,4%,-3%,1%,?,1%,0%,-12%

# Continuation.
SMILES,GLP-1R agonist,GLP-1R inv ag,HT1080 IDH1KD tx,HT1080-NT tox,GLP1R cytotox,TDP-43 yeast inh,KB-V1 cytotox,KB-3-1 cytotox,SW480 rereplic
O=S1(=O)CCC(SCc2nc3sccn3c2Br)C1 (configuration not stated),8%,40%[activator],-3%,6%,5%,-11%,-6%,2%,3%
O=[N+]([O-])c1cccc(CSc2ncnc3ccccc23)c1,2%,?,-11%,1%,6%,?,-23%,-2%,?
COc1ccc(C(C)NC(=O)c2ccccc2Br)cc1OC (configuration not stated),-5%,18%,-1%,6%,0%,-7%,-12%,2%,?
CC1CCN(C(=O)COC(=O)c2ccccc2NCCO)CC1,2%,5%,-2%,-3%,-6%,5%,-21%,5%,.
